Source: PubChem BioAssay
D2 antagonist: D2 dopamine receptor (human) antagonism; P14416; HEK293 TREx D2 cells, calcium flux, dopamine EC80; inhibition, % at 10 µM; hit rate 2% among 340,000; in the data active = inhibition above about 30%; note: 0% is about no effect
Target sequence (P14416 whole entry, looked up): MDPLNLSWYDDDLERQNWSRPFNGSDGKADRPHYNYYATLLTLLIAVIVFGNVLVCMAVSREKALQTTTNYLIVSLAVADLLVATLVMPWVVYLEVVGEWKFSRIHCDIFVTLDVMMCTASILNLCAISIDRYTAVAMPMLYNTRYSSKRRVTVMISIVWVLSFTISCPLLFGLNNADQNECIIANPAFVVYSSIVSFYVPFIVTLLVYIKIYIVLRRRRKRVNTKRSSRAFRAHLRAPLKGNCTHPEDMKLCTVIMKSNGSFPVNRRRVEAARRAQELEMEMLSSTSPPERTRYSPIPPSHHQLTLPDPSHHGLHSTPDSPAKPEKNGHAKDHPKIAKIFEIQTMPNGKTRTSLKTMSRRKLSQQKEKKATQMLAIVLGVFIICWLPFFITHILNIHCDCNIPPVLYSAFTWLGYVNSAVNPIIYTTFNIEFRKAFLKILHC
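Antagonism is scored as inhibition of an EC80 dopamine-evoked calcium signal in a force-coupled, tetracycline-inducible HEK293 T-REx D2 line, with compound present 180 s before agonist.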
Vif-APOBEC3F blk: inhibitors of Vif-A3F interaction; HeLa A3F-eYFP + Vif (tagged APOBEC3F with the HIV-1 protein that degrades it), YFP fluorescence increase; Potency, µM (doses to about 46.1 µM), for inactives: at the highest dose activity, negative = active; hit rate 0.2% among 390,000; note: potency is the fitted concentration of half-maximal effect; % of control where 0% means no effect; nearly all actives have a fitted effect of over 65% in size
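HeLa cells stably expressing A3F-eYFP plus Vif, plated and incubated overnight at 37 deg C, then exposed to compounds overnight at 37 deg C. Blocked degradation read as raised yellow fluorescence (Ex 488/Em 500-530).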
Glioma ERSR ind: ER stress response induction in glioma | Potency, µM, inactives show at the highest dose activation, hits mostly activators | U87-MG GRP78 promoter luciferase reporter, 16 h | hit rate 0.02% among 420,000 | AID 602332; note: potency is the fitted concentration of half-maximal effect; series mostly up to about 76 µM; % of control where 0% means no effect; nearly all actives have a fitted effect of over 35% in size
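ERSR induction read as luciferase luminescence (Bright-Glo, 10 min at room temperature) in stably transfected human U87-MG glioma cells exposed to compounds for 16 h, using GRP78 as sensor.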
Vif-APOBEC3G blk: Vif-A3G binding inhibition; HeLa A3G-eYFP + Vif (tagged APOBEC3G with the HIV-1 protein that degrades it), YFP fluorescence, overnight; Potency, µM (series often up to 46.1 µM), inactives show top-dose activity, negative = active, hits mostly inhibitors; hit rate 0.076% among 410,000;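 note: potency is the fitted concentration of half-maximal effect; % is set by controls: 0 for no effect and ±100 for the full control effect; nearly all actives have a fitted effect of over 60% in size; hits raise eYFP signal because A3G escapes Vif-driven loss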
Target sequence (Q9HC16 whole entry, looked up): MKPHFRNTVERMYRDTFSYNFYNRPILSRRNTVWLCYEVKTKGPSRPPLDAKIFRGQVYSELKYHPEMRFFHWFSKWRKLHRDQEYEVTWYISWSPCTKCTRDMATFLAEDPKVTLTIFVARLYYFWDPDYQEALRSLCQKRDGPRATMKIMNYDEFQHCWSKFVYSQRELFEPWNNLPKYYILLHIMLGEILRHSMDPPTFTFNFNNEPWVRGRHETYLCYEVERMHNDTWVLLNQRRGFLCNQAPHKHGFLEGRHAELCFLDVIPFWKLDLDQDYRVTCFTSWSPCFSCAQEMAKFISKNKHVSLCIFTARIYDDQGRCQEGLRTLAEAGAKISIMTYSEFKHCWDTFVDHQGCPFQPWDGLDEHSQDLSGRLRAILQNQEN
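Read-out is eYFP fluorescence (Ex 488/Em 500-530) from Vif-expressing HeLa A3G-eYFP cells; more signal means A3G escaped Vif-mediated degradation. Cells plated overnight, compound pinned in, incubated overnight at 37 deg C.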
RGS4 inhibitor: blocks human RGS4-accelerated GTP hydrolysis | Potency, µM (series often up to 114 µM), for the others: top-dose activity change, negative = inhibition, actives largely listed as inhibitors | Transcreener GDP fluorescence polarization, RGS4-accelerated GTP hydrolysis | P49798 | hit rate 0.039% among 390,000; note: potency is the fitted concentration of half-maximal effect; % is set by controls: 0 for no effect and ±100 for the full control effect; nearly all actives have a fitted effect of over 75% in size; some results filed as inactive show a strong effect at the top dose
Target sequence (P49798 whole entry, looked up): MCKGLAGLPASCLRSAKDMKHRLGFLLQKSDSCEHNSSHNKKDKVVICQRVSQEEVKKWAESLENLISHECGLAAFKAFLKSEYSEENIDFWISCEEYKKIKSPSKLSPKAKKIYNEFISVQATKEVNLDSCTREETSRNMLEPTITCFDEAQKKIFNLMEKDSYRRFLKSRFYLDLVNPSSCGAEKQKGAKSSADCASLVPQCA
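MLSMR compounds (23 nl, pin-transferred) preincubated 10 min at room temperature with a 500nM (2x) first reagent, then RGS4 at 900nM (2x) plus Transcreener GDP mix added; fluorescence polarization (620/688 nm) read before and after 90 min at 30 °C.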
D2 agonist: D2 dopamine receptor (human) agonism; P14416; HEK293 T-REx D2 cells, calcium flux agonist mode; activation, % at 2 µM; hit rate 0.53% among 340,000;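 active = activation over 3 SD above normal in the single-dose calcium agonist read, cut at about 30% in these data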; note: 0% is about no effect
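Tetracycline-induced HEK293 Trex cells with D2 receptor force-coupled to calcium signaling, plated overnight at 30 C and loaded with no-wash calcium dye. Calcium flux read kinetically for 180 s after compound addition; responses flag agonists.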
ERG Ets-DNA blk: inhibitors of human ERG Ets domain-DNA interaction. P11308. fluorescence polarization, His-ERG Ets domain / labelled DNA. Potency, µM (series often up to 76.9 µM), without a hit: at the highest dose FP activity, negative = inhibition, usual class: inhibitors. hit rate 0.028% among 370,000; active = well fitted inhibition curve with a large enough effect in the polarisation, with a control signal flat; inconclusive = small, poorly fitted or top-dose-only effect, or effect the other way, or a change in a side signal; inactive = no such curve, though single readings can be large or run the other way; the % refers to the polarisation;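 note: polarization taken with two DNA probes labelled with fluorescein and Texas red; potency is the fitted concentration of half-maximal effect; % of control where 0% means no effect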
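His-tagged ERG Ets domain (1 uM in the protein solution; 300mM KCl, 50mM Tris-HCl, 1mM EDTA, 1mM DTT, pH 7.5) received compound, then a probe mix of 5 nM fluorescein-DNA and 100nM Texas-615-DNA. Fluorescence polarization was read for both dyes.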
12-LOX inh: inhibitors of human 12S-lipoxygenase ALOX12. hit rate 1.1% among 580,000. AID 1671190. Potency, µM (top dose mostly 108 µM), for the others: at the highest dose activity change, negative = inhibition, actives largely listed as inhibitors. purified 12hLO, xylenol orange hydroperoxide absorbance; note: potency is the fitted concentration of half-maximal effect; % is set by controls: 0 for no effect and ±100 for the full control effect
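Hydroperoxide product was detected by ferrous iron/xylenol orange as the 573 to 405 nm absorbance ratio. Arachidonic acid at 40 uM (final) was turned over for 30 min at room temperature by 150 nM human 12hLO, pH 7.0 Hepes buffer, after 15 min compound preincubation.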
LDHA block: LDHA (human) enzyme inhibition; P00338; purified LDHA, NADH/diaphorase-resazurin fluorescence; hits give low values; activity change, % (values are at about 110 or 230 µM); hit rate 0.15% among 480,000; AID 1347041; in the data active = activity change below about -30%; inconclusive = mostly about -25% to -30%;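 note: plate controls were DMSO wells for no effect and wells without enzyme for full effect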
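Remaining NADH was detected by diaphorase (0.133 mg/mL) converting 37 µM resazurin to fluorescent resorufin, read at 0 and 20 minutes. The preceding 5-minute room-temperature reaction used 2 nM LDHA, 0.2 mM sodium pyruvate and 0.06 mM NADH at pH 7.4.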
* marks the source's active call; other numbers are inactive results; u = inconclusive; x = not tested or not shown; & = joins results of further samples; [ ] = remark or other dose. Unless noted, calls come from the whole dose curve; as a rule, active = well fitted curve in the direction sought with a large enough effect; inconclusive = small, poorly fitted or top-dose-only effect, or another doubt; inactive = no such curve, though single readings can be large; an effect the other way counts as inactive or inconclusive. Only part of the results is shown; count on the stated rates, not on these rows.

canonical_smiles	RGS4 inhibitor	LDHA block	Glioma ERSR ind	Vif-APOBEC3G blk	12-LOX inh	D2 agonist	ERG Ets-DNA blk	Vif-APOBEC3F blk	D2 antagonist
C#CCN(C[C@H]1[C@H](OC(=O)NCc2ccccc2F)[C@H](OC(=O)NCc2ccccc2F)C[C@H]2C(=O)N(c3ccccc3)C(=O)[C@@H]12)S(=O)(=O)c1ccc(C)cc1	x	-11	-7%	0%	u	x	x	0%	x
CCCNC(=O)C(=O)c1cccn1-c1ccsc1C(=O)OC	6%	-5	-2%	3%	-15%	0.6	-3%	-9%	2
CN(Cc1cccs1)C(=O)c1cc(S(=O)(=O)N2CCOCC2)ccc1F	23%	-1	-3%	3%	-21%	0.1	-7%	-9%	6
C=CCN(CC=C)C(=S)Nc1ccccc1	-9%	-1	-4%	0%	0%	0.5	5%	-3%	1
Cc1ccc[n+](-c2nc([O-])sc2C=O)c1	1%	-3	-3%	-8%	-12%	5.6	11%	u	4
Cc1ccccc1N(CC(=O)NCC1CCCO1)C(=O)CNS(=O)(=O)c1ccc(F)cc1 (stereo not given)	29%	-15	-4%	-4%	-6%	0.5	-1%	13%	4
COc1cc(C2CC(=O)Oc3cc(C)c(Br)c(C)c32)cc(OC)c1OC (stereo not given)	-9%	2	-3%&-7%	-1%	-22%	x	-3%	-2%	x
Cc1nn(-c2ccccn2)c2c1-c1nc(N3CCOCC3)ncc1CC2	-10%	-5	-1%	0%	-22%	-1.5	-4%	x	7
Brc1ccc(OCc2nc3ccccc3[nH]2)cc1	-8%	7	1%	-1%	10%	-0.5	-3%	-3%	-4
CC1C(=O)C(C)C(c2ccc3c(c2)OCO3)NC1c1ccc2c(c1)OCO2 (stereo not given)	-21%	3	-1%	-5%	9%	0.1	-11%	1%	1
CC1(C)Oc2ccc(C(=O)N3CCCC3)cc2N(CC(=O)NCc2ccccc2)C1=O	21%	-3	-3%	0%	-9%	0.1	5%	-8%	20
O=C(COc1ccccc1)Nc1nonc1NC(=O)COc1ccccc1	-26%	-7	-4%	-2%	-7%	0.7	10%	12%	-8
Cn1c(N)c(C(=O)COC(=O)c2ccc([N+](=O)[O-])o2)c(=O)n(C)c1=O	10%	14	3%	u	-12%	x	3%	u	x
CC(=O)Oc1ccc(-c2csc(Nc3ccc(Cl)cn3)n2)cc1	-12%	-4	8%	0%	-5%	0.4	-3%	-14%	-11
O=C(Nc1nc2n(n1)C(c1ccc(F)cc1)CC(c1ccccc1)N2)c1ccco1 (stereo not given)	7%	1	-2%	-2%	241%[activator]	1.0	1%	0%	-7
CCOC(=O)C1CCCCN1Cc1cn[nH]c1-c1ccc(F)cc1F (stereo not given)	-19%	-1	-2%	-1%	32%	0.6	-13%	3%	-23
CCOc1ccc(-c2ccc(SCc3ccccn3)nn2)cc1	0%	-1	5%	0%	-7%	0.9	-3%	-12%	4
N#Cc1ccc(Oc2c(Cl)cncc2Cl)cc1	15%	-3	-5%	-6%	x	-1.4	-11%	-3%	-10
CCc1ccccc1NC(=S)N(CCN1CCOCC1)C1CCN(C(C)=O)CC1	0%	-12	-4%	2%	12%	-1.3	0%	7%	31*
Cc1cc(CSc2ccccc2C(=O)O)on1	3%	-5	2%	0%	-1%	0.5	-5%	u	3
CCN(CC)C(=O)C1=C(C)N(CCC2=CCCCC2)C(=O)C(CC(=O)NC2CCCC2)C1 (stereo not given)	x	-7	-2%	0%	-13%	x	x	0%	x
O=C(O)Cn1cc(/C=C2/SC(=O)N(CC(=O)N3CCCCCC3)C2=O)c2ccccc21	u	8	-5%	-2%	u	7.3	1%	4%	-22
CN(C(=O)Cn1ncc2c1-c1ccccc1OC2)c1ccc(Br)cc1	13%	-8	-2%	-1%	-18%	-0.2	2%	1%	x
COc1ccc(-n2c(=O)c3c4c(sc3n3c(=S)[nH]nc23)COC(C(C)C)C4)cc1 (stereo not given)	-25%	-5	-1%	-1%	43%	0.1	27%	-24%	-3
CC(C)OC(=O)c1ccc(Cn2nnc3sc4c(c3c2=O)CCCC4)cc1	7%	-11	-2%	4%	-16%	-0.5	0%	-9%	x
CCOC(=O)c1cnn(-c2nc(C)cc(C)n2)c1N	-25%	1	1%	1%	-28%[57.4 µM]	-0.7	6%	1%	8
CCOC(=O)N/N=C(\C)c1cccs1	25%	-2	1%	3%	0%	0.4	-2%	4%	1
CCCNC(=O)C1(C)CCCN(C(=O)c2ccc(OC)cc2OC)C1 (stereo not given)	x	0	2%	2%	2%	x	x	x	x
O=C(c1sc2ccccc2c1Cl)N(Cc1cccs1)C1CCS(=O)(=O)C1 (stereo not given)	-12%	-10	2%	0%	148%[activator]	0.0	-10%	0%	-10
Cc1cccc(C(CC(=O)NCCc2ccccc2)c2ccccc2)c1O (stereo not given)	-2%	1	-5%	2%	-8%	3.1	-4%	7%	-30
CCc1ccccc1NC(=O)Cn1c2ncccc2c(=O)n1-c1ccccc1	-11%	-3	0%	-4%	0%	0.7	2%	-4%	x
Cc1ccc(C(=O)N/C(=C\c2cccs2)C(=O)N2CCOCC2)cc1C	-7%	-2	1%	-7%	3%	0.2	12%	1%	-6
CC1=C(C(=O)NCc2ccccc2)C(c2ccccc2OCC(N)=O)NC(=O)N1 (stereo not given)	-8%	4	-2%	-2%	19%	-0.1	x	-7%	1
O=C(NCC(=O)N(c1ccc2c(c1)OCCO2)C(C(=O)NC1CCCC1)c1ccco1)c1ccco1 (stereo not given)	-29%	0	-1%	-2%	19%	-1.5	-2%	6%	28
COc1ccc(OC)c(-c2cc(C(=O)N3CCN(c4ccccc4)CC3)no2)c1	-19%	0	-3%	-4%	9%	-0.3	10%	2%	-9
O=C(NC(=S)N1CCCCC1c1cccnc1)c1ccccc1 (stereo not given)	-31%	-1	-1%	2%	4%	-0.4	-4%	-8%	-13
O=C1C=C(c2ccccc2Oc2ccccc2)C[C@@H](c2ccc3c(c2)OCO3)C1	1%	-2	-6%	4%	-3%	x	5%	0%	x
COc1ccc2[nH]c(=O)c(CN(c3ccccc3)S(=O)(=O)c3ccccc3)cc2c1	-4%	5	-2%	1%	-17%	-0.3	-5%	1%	16
COc1ccc(CNC(=O)CSc2nnc(-c3ccc(NC(C)=O)cc3)n2C)cc1	14%	-4	-4%	2%	-13%	-0.1	1%	-14%	17
COc1cc2oc(=O)cc(CN3CCCC3)c2cc1Cl	x	-4	-4%	1%	u	x	x	x	x
CN(C)c1nccc(Nc2ccccc2)c1C#N	-33%	-2	1%	-1%	-3%	2.1	6%	8%	4
O=C(NCc1ccco1)C1CCCN(S(=O)(=O)c2ccc(-n3cnnn3)cc2)C1 (stereo not given)	u	-17	2%	-3%	u	-1.9	2%	3%	2
CCOc1ccc(CCNC(=O)/C=C/c2ccco2)cc1OCC	-37%	-9	-2%	2%	u	0.2	-4%	4%	-16
O=C(CNC(=O)c1ccc(Oc2ccccc2)cc1)OC1CCCCC1=O (stereo not given)	-7%	-3	-2%	1%	u	x	-5%	-14%	x
COc1ccc(/C=N/NC(=O)c2ccccc2O)cc1Cn1cc(Cl)cn1	u	5	-4%	-18%	0%	0.0	15%	0%	-3
O=C(NNC(=O)c1ccccc1-n1cccc1)c1cncc(Br)c1	15%	-15	-3%	-1%	75%[activator]	x	5%	2%	x
CCCNc1nc(Cl)nc(Nc2ccc(Cl)cc2)n1	31%	-2	-3%	-15%	0%	-0.1	-8%	6%	-20
CCCCN(CCCC)C(=O)CN(C)S(=O)(=O)c1ccc2c(c1)c(=O)n(C)c(=O)n2C	-7%	-4	-2%	4%	-6%	0.7	-5%	3%	x
CCC(=O)N(CC)C1=C(O)c2ccccc2C(=O)C1=O	u	43	-11%	-1%	u	0.1	1%	u	7
O=C(COC(=O)Cc1ccc(Cl)cc1)Nc1c(F)cccc1F	2%	-15	-3%	-9%	0%	-0.5	-3%	-4%	-10
CCOc1ccc2nc(SCC(=O)NCC3CCCO3)c(C#N)cc2c1 (stereo not given)	-9%	-7	1%	-6%	-11%	0.1	-3%	-1%	-5
CC(C)(C)CC(=O)Nc1ccc(-c2cn3cccnc3n2)cc1	-8%	-2	-6%	0%	-19%	-0.1	8%	5%	22
CC1CCCCN1C(=O)c1ccc(Br)o1 (stereo not given)	6%	-1	-1%	-1%	0%	0.2	-4%	-10%	6
COc1cc(NS(=O)(=O)c2ccc(-c3ccc(=O)[nH]n3)o2)cc(OC)c1OC	3%[11.4 µM]	-1	-3%	0%	-32%	1.3	-2%	-2%	-9
O=C(O)COc1ccccc1/C=N/NC(=O)CN1CCN(S(=O)(=O)c2ccc(Br)cc2)CC1	-1%	-2	-1%	4%	2%	0.8	-3%	-3%	-13
CCCN1CCN(S(=O)(=O)c2ccc(OC)c(Br)c2)CC1	-40%	-6	-3%	1%	166%[activator]	0.2	2%	3%	2
